# RGS4 inh = blocks human RGS4-accelerated GTP hydrolysis; 0.039% of 390,000 active; Potency, µM (titrated, usually from 114 µM), inactives show top-dose activity change, negative = inhibition, usual class: inhibitors; Transcreener GDP fluorescence polarization, RGS4-accelerated GTP hydrolysis; P49798; also: potency is read from the fitted curve at half-maximal effect; % is scaled to controls: 0 for no effect and ±100 for the full control effect; nearly all actives have a fitted effect of over 75% in size; some results filed as inactive show a strong effect at the top dose
# Target sequence (P49798 whole entry, looked up): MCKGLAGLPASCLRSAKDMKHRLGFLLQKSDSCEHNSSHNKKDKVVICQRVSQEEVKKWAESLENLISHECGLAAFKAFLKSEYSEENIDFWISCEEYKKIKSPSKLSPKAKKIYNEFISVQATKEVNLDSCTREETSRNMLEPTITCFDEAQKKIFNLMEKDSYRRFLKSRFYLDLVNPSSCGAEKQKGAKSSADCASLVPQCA
#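 MLSMR compounds (23 nl, pin-transferred) preincubated 10 min at room temperature with a 500nM (2x) first reagent, then RGS4 at 900nM (2x) plus Transcreener GDP mix added; fluorescence polarization (620/688 nm) read before and after 90 min at 30 °C.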
# ALOX12 inh = ALOX12 (human) lipoxygenase inhibition | purified 12hLO, xylenol orange hydroperoxide absorbance | Potency, µM (doses to about 108 µM), for the others: at the top dose activity change, negative = inhibition, usual class: inhibitors | 1.1% of 580,000 active; also: potency is read from the fitted curve at half-maximal effect; % is scaled to controls: 0 for no effect and ±100 for the full control effect
#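 Purified human 12hLO at 150 nM in 25 mM Hepes, 0.01% Triton X-100, pH 7.0, preincubated 15 min at room temperature with compound. Reaction started with 40 uM arachidonic acid, 30 min at room temperature. Hydroperoxide measured by Fe-xylenol orange, 573/405 nm absorbance ratio.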
# D2 antag = antagonists of human D2 dopamine receptor | P14416 | HEK293 TREx D2 cells, calcium flux, dopamine EC80 | inhibition, % at 10 µM | 2% of 340,000 active | AID 485344; in the data active = inhibition above about 30%; also: 0% is about no effect
# Target sequence (P14416 whole entry, looked up): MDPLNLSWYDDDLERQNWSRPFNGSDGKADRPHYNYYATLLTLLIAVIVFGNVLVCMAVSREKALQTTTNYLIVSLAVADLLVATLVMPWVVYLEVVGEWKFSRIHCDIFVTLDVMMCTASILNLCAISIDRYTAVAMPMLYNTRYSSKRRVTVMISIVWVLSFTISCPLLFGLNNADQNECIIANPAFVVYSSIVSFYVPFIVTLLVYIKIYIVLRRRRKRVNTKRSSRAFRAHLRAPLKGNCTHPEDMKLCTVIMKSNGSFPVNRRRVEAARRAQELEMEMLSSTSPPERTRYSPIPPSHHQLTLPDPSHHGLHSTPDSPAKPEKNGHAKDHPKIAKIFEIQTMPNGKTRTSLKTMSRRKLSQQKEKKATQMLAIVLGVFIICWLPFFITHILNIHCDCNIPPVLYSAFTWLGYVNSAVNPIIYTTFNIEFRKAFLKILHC
#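 Dopamine at EC80 is the agonist stimulus; test compounds precede it by 180 s. Calcium flux read kinetically in a force-coupled, inducible HEK293 T-REx D2 cell line.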
# LDHA inh = LDHA (human) enzyme inhibition. purified LDHA, NADH/diaphorase-resazurin fluorescence; stronger effect = lower value. AID 1347041. P00338. activity change, % (values are at about 110 or 230 µM). 0.15% of 480,000 active; in the data active = activity change below about -30%; inconclusive = mostly about -25% to -30%;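 also: plate controls were DMSO wells for no effect and wells without enzyme for full effect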
#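 Resorufin fluorescence (ex540/em590), read at 0 and 20 min after diaphorase/resazurin addition, reports the NADH left after a 5 min room-temperature reaction of 2 nM human LDH5 with 0.06 mM NADH and 0.2 mM pyruvate.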
# ERG-DNA inh = ERG Ets/DNA interaction inhibition. P11308. fluorescence polarization, His-ERG Ets domain / labelled DNA. Potency, µM (highest dose often 76.9 µM), without a hit: at the highest dose FP activity, negative = inhibition, most hits filed as inhibitors. 0.028% of 370,000 active. AID 624246; active = well fitted inhibition curve with a large enough effect in the polarisation, with a control signal flat; inconclusive = small, poorly fitted or top-dose-only effect, or effect the other way, or a change in a side signal; inactive = no such curve, though single readings can be large or run the other way; the % refers to the polarisation;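 also: polarization taken with two DNA probes labelled with fluorescein and Texas red; potency is read from the fitted curve at half-maximal effect; % of control where 0% means no effect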
#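 His-tagged ERG Ets domain (1 uM in the protein solution; 300mM KCl, 50mM Tris-HCl, 1mM EDTA, 1mM DTT, pH 7.5) received compound, then a probe mix of 5 nM fluorescein-DNA and 100nM Texas-615-DNA. Fluorescence polarization was read for both dyes.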
# Vif-APOBEC3G blk = inhibitors of Vif-APOBEC3G interaction. HeLa A3G-eYFP + Vif (tagged APOBEC3G with the HIV-1 protein that degrades it), YFP fluorescence, overnight. Q9HC16. Potency, µM (top dose mostly 46.1 µM), inactives show at the top dose activity, negative = active, hits mostly inhibitors. 0.076% of 410,000 active;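 also: potency is read from the fitted curve at half-maximal effect; % is scaled to controls: 0 for no effect and ±100 for the full control effect; nearly all actives have a fitted effect of over 60% in size; hits raise eYFP signal because A3G escapes Vif-driven loss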
# Target sequence (Q9HC16 whole entry, looked up): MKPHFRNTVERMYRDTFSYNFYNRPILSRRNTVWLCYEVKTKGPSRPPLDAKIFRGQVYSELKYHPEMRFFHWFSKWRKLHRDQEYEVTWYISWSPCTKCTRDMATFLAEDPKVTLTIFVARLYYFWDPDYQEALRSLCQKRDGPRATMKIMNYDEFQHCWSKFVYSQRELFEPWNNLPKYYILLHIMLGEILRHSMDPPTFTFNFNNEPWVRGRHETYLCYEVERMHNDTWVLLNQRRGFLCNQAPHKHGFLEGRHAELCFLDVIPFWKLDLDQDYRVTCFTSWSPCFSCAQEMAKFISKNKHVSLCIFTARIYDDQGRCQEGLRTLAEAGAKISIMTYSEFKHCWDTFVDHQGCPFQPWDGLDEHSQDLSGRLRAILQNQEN
#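 Read-out is eYFP fluorescence (Ex 488/Em 500-530) from Vif-expressing HeLa A3G-eYFP cells; more signal means A3G escaped Vif-mediated degradation. Cells plated overnight, compound pinned in, incubated overnight at 37 deg C.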
# D2 ag = activates the human D2 dopamine receptor; P14416; activation, % at 2 µM; 0.53% of 340,000 active; HEK293 T-REx D2 cells, calcium flux agonist mode;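 active = activation over 3 SD above normal in the single-dose calcium agonist read, cut at about 30% in these data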; also: 0% is about no effect
#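 Agonism scored from kinetic calcium signal (1 read/sec, 180 s) following compound pin transfer, after a 10 s baseline. Cells: HEK293 Trex line expressing inducible D2 receptor coupled to calcium, dye-loaded after overnight culture at 30 C.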
# Vif-A3F inh = inhibitors of Vif-A3F interaction | HeLa A3F-eYFP + Vif (tagged APOBEC3F with the HIV-1 protein that degrades it), YFP fluorescence increase | Potency, µM (doses to about 46.1 µM), for the others: at the highest dose activity, negative = active | 0.2% of 390,000 active; also: potency is read from the fitted curve at half-maximal effect; % of control where 0% means no effect; nearly all actives have a fitted effect of over 65% in size
#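 HeLa cells stably expressing A3F-eYFP plus Vif, plated and incubated overnight at 37 deg C, then exposed to compounds overnight at 37 deg C. Blocked degradation read as raised yellow fluorescence (Ex 488/Em 500-530).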
# Glioma ERSR ind = induces the endoplasmic reticulum stress response in human glioma cells; U87-MG GRP78 promoter luciferase reporter, 16 h; 0.02% of 420,000 active; Potency, µM, without a hit: at the highest dose activation, most hits filed as activators; also: potency is read from the fitted curve at half-maximal effect; series mostly up to about 76 µM; % of control where 0% means no effect; nearly all actives have a fitted effect of over 35% in size
#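 ERSR induction read as luciferase luminescence (Bright-Glo, 10 min at room temperature) in stably transfected human U87-MG glioma cells exposed to compounds for 16 h, using GRP78 as sensor.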
# * hit, by the source's call; ? = inconclusive; · = no result given; & = joins results of further samples; [ ] = another dose, or the depositor's remark. Unless noted, calls follow the shape of the dose curve; as a rule, active = well fitted curve in the direction sought with a large enough effect; inconclusive = small, poorly fitted or top-dose-only effect, or another doubt; inactive = no such curve, though single readings can be large; an effect the other way counts as inactive or inconclusive.
# The line under a structure holds: Glioma ERSR ind	ERG-DNA inh	RGS4 inh	Vif-APOBEC3G blk	D2 ag	D2 antag	LDHA inh	ALOX12 inh	Vif-A3F inh
> Cc1ccc(C(=O)N2c3ccccc3N(Cc3ccccc3)C(=O)C2(C)C)cc1
→ -3%	·	19%	2%	0.8	9	1	9%	-10%
> Cn1c(=O)c(-c2ccccc2)nn2c3ccccc3nc12
→ 2%	-1%	-35%	0%	1.9	-28	-9	3%	·
> CCC1CCc2sc(C(=O)N3CCCN(C)CC3)cc2C1 (configuration not stated)
→ -4%	5%	0%	-3%	1.1	-20	0	0%	-4%
> CN1CCC(OC(=O)c2ccc(Cl)cc2Cl)CC1
→ -4%	1%	-3%	3%	0.9	3	-5	-5%	-6%
> CCOc1ccccc1/C=N/OCC(=O)NCc1ccc(F)cc1
→ 0%	-4%	12%	-5%	0.2	-3	-6	0%	-12%
> Cc1nc(SCC(=O)c2cc3ccccc3oc2=O)c(C#N)c(-c2cccs2)c1C(=O)Nc1ccccc1
→ -1%	1%	-31%	2%	2.3	-6	-1	3%	-15%
> O=C(CC1C(=O)N(Cc2ccccc2)C(=S)N1CCN1CCOCC1)Nc1ccc(F)cc1 (configuration not stated)
→ -3%	4%	-36%	4%	6.2	-6	-7	-9%	3%
> COc1cccc(N2C(=O)C(CC(=O)Nc3ccccc3)N(C3CCCCC3)C2=O)c1 (configuration not stated)
→ -4%	-9%	-10%	0%	0.1	-4	-4	8%	4%
> CCCCn1c(-c2ccncc2)nc2c1c(=O)[nH]c(=O)n2CC(C)C
→ -2%	-11%	-18%	2%	0.4	-34	-4	0%	-10%
> Cc1nc2c(C(=O)N3CCOCC3)cnn2c(C)c1Cc1cccc(Cl)c1
→ ·	·	·	·	0.6	-4	-4	-14%&-19%	·
> COc1cccc(NC(=O)C2CCCN(S(=O)(=O)c3cccc4cccnc34)C2)c1 (configuration not stated)
→ -1%	3%	-38%	-1%	·	·	-8	7%[57.4 µM]	-5%
> Cc1ccc(NC(=O)c2ccc(NC(=O)C3CCCCC3C(=O)O)cc2)cc1 (configuration not stated)
→ -12%	20%	-11%	10%	0.7	5	2	7%	1%
> COc1ccc(Cl)cc1NC(=O)CSc1nccn1-c1ccc(Cl)cc1
→ -2%	-1%	?	10%	·	·	-17	3%	0%
> O=C(Nc1ccccc1C(F)(F)F)c1ccc(F)c(S(=O)(=O)N2CCOCC2)c1
→ 0%	·	-27%	1%	1.4	-13	-1	6%	0%
> O=C(CSc1nncs1)NC(=O)NCc1ccccc1
→ -2%	·	-8%	0%	0.6	-1	-2	7%	1%
> Nc1c(C(=O)Nc2ccc(Cl)cc2F)sc2nc(-c3cccs3)ccc12
→ 2%	4%	-17%	-9%	·	·	-3	-25%	?
> COCCNC(=O)CN(C(=O)CCC(=O)Nc1ccccn1)c1ccc(C)cc1
→ -4%	-11%	30%	-1%	-0.1	-6	-3	0%	0%
> CCOC(=O)/C(=C\C=C1/Sc2ccccc2N1CC)C(C)=O
→ -1%	2%	-24%	?	·	·	1	?	20%
> Cn1cc(CN2CCC(C(=O)NC(c3ccc(F)cc3)c3ccc4ccccc4n3)CC2)c2ccccc21 (configuration not stated)
→ -12%	·	·	-7%	·	·	-2	45µM*	·
> COc1ccccc1CNS(=O)(=O)c1ccc2c(c1)CC(C)N2C(C)=O (configuration not stated)
→ -5%	13%	22%	2%	1.4	·	-8	-19%	2%
> Cc1ccc(-c2cc(C(=O)N3CCN(C(=O)c4ccco4)CC3)[nH]n2)c(C)c1
→ 1%	-8%	-17%	2%	-0.6	-9	-1	4%	-6%
> O=C(COC(=O)[C@H](Cc1ccccc1)NC(=O)c1ccco1)NCc1ccccc1
→ 0%	-1%	0%	0%	1.6	14	0	0%	-8%
> O=C(NC(Cc1c[nH]c2ccccc12)C(=O)OCC(=O)c1cccc2ccccc12)c1cccs1 (configuration not stated)
→ -4%	-7%	-4%	2%	1.1	13	0	-1%	4%
> O=C(NNS(=O)(=O)c1ccc(Cl)cc1)c1cccs1
→ 0%	-2%	33%	3%	0.1	5	4	-9%	-5%
> CC(C)(C)NC(=O)C(c1ccncc1)N(Cc1cccs1)C(=O)Cn1nnc(-c2ccc(F)cc2)n1 (configuration not stated)
→ -1%	1%	-13%	2%	-0.1	3	7	0%	1%
> COc1ccc(Nc2nc3ccccc3nc2-n2nc(C)cc2C)cc1
→ -3%	1%	1%	0%	0.5	4	-2&0	7%&40%	-14%
> COc1ccc(OCC(=O)Nc2nnc(C)s2)cc1
→ -3%	3%	-22%	2%	-1.6	-1	-5	1%	3%
> COc1ccc2[nH]c3c(NCCC4=CCCCC4)ncnc3c2c1
→ 2%	21%	-10%	-3%	2.3	1	5	?	1%
> CCOC(=O)Cc1csc(NC(=O)/C=C/c2ccc(Br)o2)n1
→ -1%	1%	-15%	-6%	-1.1	0	-13	-12%	6%
> CN(C)c1ccc(/C=C(\Cl)c2nc3ccccc3s2)cc1
→ -9%	-7%	-11%	?	-1.2	0	3	·	?

# Structural class: the compounds so far with an aryl thioether with sulfur outside any ring (3)
# The line under a structure holds: Glioma ERSR ind	ERG-DNA inh	RGS4 inh	Vif-APOBEC3G blk	D2 ag	D2 antag	LDHA inh	ALOX12 inh	Vif-A3F inh
> Cc1nc(SCC(=O)c2cc3ccccc3oc2=O)c(C#N)c(-c2cccs2)c1C(=O)Nc1ccccc1
→ -1%	1%	-31%	2%	2.3	-6	-1	3%	-15%
> COc1ccc(Cl)cc1NC(=O)CSc1nccn1-c1ccc(Cl)cc1
→ -2%	-1%	?	10%	·	·	-17	3%	0%
> O=C(CSc1nncs1)NC(=O)NCc1ccccc1
→ -2%	·	-8%	0%	0.6	-1	-2	7%	1%

# Other structures follow.
# The line under a structure holds: Glioma ERSR ind	ERG-DNA inh	RGS4 inh	Vif-APOBEC3G blk	D2 ag	D2 antag	LDHA inh	ALOX12 inh	Vif-A3F inh
> CC(C)CNC(=O)C1CCN(S(=O)(=O)c2ccc(-n3cnnn3)cc2)CC1
→ -3%	3%	-1%	3%	-0.2	-4	-10	0%	-20%
> Clc1ccc(Cl)c(OCCCCN2CCCCC2)c1
→ -4%	-3%	-12%	-1%	-2.3	86*	-23	?	-10%
> Cc1c(C(=O)NN)sc(=S)n1C
→ -2%	14%	6%	0%	-0.4	-4	-13	0%	3%
> COc1nc(N)nc(CC(=O)C2CC2)n1
→ -5%	-8%	10%	3%	-0.2	5	-2	13%	3%
> O=C(NCCC1=CCCCC1)c1ccc(Cl)c(S(=O)(=O)N2CCCCC2)c1
→ 4%	-1%	29%	2%	-0.8	-6	0	?	?
> Cc1ccc(C(=O)NN2C(=O)C3C4C=CC(C4)[C@@H]3C2=O)cc1 (some centres not stated)
→ 2%	15%	-10%	0%	·	·	-2	0%	-12%
> CCOc1cc2[nH]c(=S)n(Cc3ccc(C(=O)NCCOC)cc3)c(=O)c2cc1OCC
→ -3%	-8%	-11%	1%	-0.6	-7	-1	-23%	8%
> CCOc1ccc(NC(=O)CCNC(=O)c2ccco2)cc1
→ 2%	-11%	16%	0%	-2.5	6	-5	-24%	-1%
> C=CCc1ccc(OCCCOc2ccc(C)cc2OC)c(OC)c1
→ -2%	5%	4%[11.4 µM]	1%	0.0	3	4	136%[activator]	-2%
> CC(=O)NC12CC3CC(C1)CC(C(=O)Nc1nccs1)(C3)C2
→ -1%	-1%	-15%	2%	0.7	9	-1	0%	-7%
> Cn1nc(SCc2ccccc2)c(=O)n(C(c2ccccc2)c2ccccc2)c1=O
→ -3%	7%	-21%	-5%	·	·	-1	16%	11%
> CN(C)S(=O)(=O)c1ccc(C(=O)Nc2ccc(CCC(=O)N3CCCC3)cc2)cc1
→ -2%	-10%	-30%	1%	·	·	-1	0%	3%
> Cc1csc(SCC(=O)c2c(N)n(CC(C)C)c(=O)n(C)c2=O)n1
→ 3%	-10%	-12%	0%	·	·	-4	-12%	-1%
> O=C1c2[nH]nc(-c3ccccc3O)c2C(c2cccc(OCc3ccccc3)c2)N1CCO (configuration not stated)
→ -4%	1%	-11%	-4%	·	·	-7	-1%	4%
> O=C(c1cc2ccccc2oc1=O)N(Cc1cccs1)Cc1ccccc1Cl
→ 3%	-8%	0%	0%	-2.1	1	-2	0%	·
> c1ccc(N2CCN(c3nnnn3-c3ccccc3)CC2)cc1
→ -2%	-1%	3%	-9%	-1.6	10	-3	14%	·
> O=C(CN(c1cc(C(F)(F)F)ccc1Cl)S(=O)(=O)c1ccccc1)NCc1cccnc1
→ -6%	16%	-13%	-1%	0.9	-1	0	0%	1%
> CCc1c(CN2CCN(c3cccc(C)c3C)CC2)csc1C
→ 0%	1%	0%	-7%	·	·	1	-29%	-9%
> Cc1ccccc1NC(=O)C1CCCN(S(=O)(=O)c2cnc[nH]2)C1 (configuration not stated)
→ -1%	-1%	-9%	-1%	0.5	-8	-4	19%	1%
> O=C(NCCCN1CCOCC1)c1cc(-c2ccc(Cl)s2)nc2ccccc12
→ -4%	2%	10%	0%	0.2	6	-3&-4	?	8%
> Clc1ccccc1N=C1SCCS1
→ 5%	0%	6%	-1%	-0.4	0	-2	?	1%
> Cc1c(C(=O)Nc2ccccn2)oc2ccccc12
→ 0%	7%	1%	-8%	-0.3	8	4	14%	-15%
> COc1ccccc1C(=O)N/C(=C/c1ccc(Br)cc1)C(=O)NCC(=O)O
→ -1%	·	2%	0%	0.1	-1	-4	-22%	1%
> CCOC(=O)Cc1[nH]nc2c1C(c1cc(OC)ccc1OC)C(C#N)=C(N)O2 (configuration not stated)
→ -4%	-2%	8%	-3%	0.5	-2	-2	10%	-9%

# From PubChem

# Some of the compounds tested (hit frequency here may not be typical).
